EBV gp42 block – EBV gp42 inhibition; Q1HVG2; Fluorescence polarization binding assay, mP read-out; inhibition, % (tested at 21.74 µM); 220,000 tested, 0.42% active; in the data active = inhibition above about 50%
Rad51 HR inh – blocks human Rad51 in homologous recombination. hRad51 DNA strand exchange, fluorescence dequenching. inhibition, % at 10 µM. AID 1385. 200,000 tested, 0.085% active. Q06609;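 active = inhibition above 40% at the single screening dose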;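 also: 0% = DMSO control wells and 100% = blanks with heterologous ssDNA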
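Material: hRad51 filaments on single-stranded DNA; Reagent: Donor/quencher-labelled 47-bp dsDNA substrate; Compound: 10 µM final, single point; Schedule: 37 °C 15-min filament assembly, 30-min compound preincubation, 15-min exchange; Technique: FRET fluorescence, excitation 485 nm, emission 520 nm; Benchmarks: control wells and blank wells on each plate.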
TNF necrop inh – TNF-alpha cell death inhibition in Jurkat FADD-/- cells; Jurkat FADD-/- TNF necroptosis rescue, ATP luminescence, 24 h; 0 = TNF only, 100 = no-TNF cells; 220,000 tested, 0.068% active; activation (protection from cell death), % at 10 µM;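 active = activation, meaning protection from cell death, of at least 50% relative to plate controls; inactive = activation below 50%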;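 also: necroptosis triggered by 40 ng/mL TNF-alpha added together with compound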
PERK inh – blocks human PERK kinase; 220,000 tested, 0.17% active; inhibition, % at 5.6 µM; Q9NZJ5; CHO PERK-DD fusion, SEAP luminescence translation reporter;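 active = inhibition above the mean inhibition of all tested compounds plus 3 SD, set separately per screening campaign, cut at about 2.9% in these data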;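 also: PERK kinase domain activated by AP20187 dimerizer at 100 nM; 0% = DMSO with dimerizer and 100% = rapamycin at 8.4 µM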
KCC2 mod – modulators of human KCC2 chloride dependent transport; Q9H2X9; KCC2 cells, thallium flux FluoZin-2 fluorescence; B-score of Tl+ flux slope (higher = more flux/activation; lower = inhibition) at 10 µM; 190,000 tested, 2.2% active;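 active = thallium flux slope and its plate-corrected score both differing from the plate sample mean at a set confidence after two filtering rounds, in either direction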;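 also: slope of fluorescence scaled to starting intensity during 10 to 20 s after thallium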
zVAD death inh – L929 zVAD cell death inhibition | L929 zVAD necroptosis rescue, ATP luminescence, 24 h; with zVAD 60 µM | viability rescue, % at 10 µM | 220,000 tested, 0.38% active | AID 1377;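 active = activation, scaled between plate controls, above about 75%, limit read from the data; inactive = activation under that limit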;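 also: 0% = zVAD with DMSO and 100% = DMSO alone without zVAD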
Calpain2 inh – calpain II (pig) inhibition | purified calpain II, fluorogenic peptide substrate, 30 min | 220,000 tested, 0.37% active | AID 1236 | inhibition, % at 16 µM;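 active = inhibition above about 50%, limit read from the data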
MDM2 E3 inh – blocks human Mdm2 ubiquitin ligase activity; Q00987; cell-based MDM2 ubiquitination luciferase reporter, 2 h; 0 = plate control, 100 = twice control, blank-subtracted; signal enhancement, % at 5 µM; 210,000 tested, 0.11% active;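 active = signal enhancement of 30% or more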;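 also: luminescence tracks abundance of the self-degrading MDM2-luciferase fusion protein; higher signal means inhibition of MDM2 E3 ligase activity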
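test system = mammalian cells stably expressing self-ubiquitinating, self-degrading MDM2 E3–luciferase fusion | quantity = 2000 cells/well | incubation = cell settling 4 h, compound treatment 2 h, both 37 °C | signal = luminescence with SteadyLite reagent, 15 min at room temperature | evaluation = % enhancement relative to plate controls after blank subtraction | benchmarks = plate controls and plate blanks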
eIF4E-4G inh – blocks eIF4E binding to eIF4G. P63073+Q04637. TR-FRET eIF4E-eIF4GI(517-606) binding, 2 h. inhibition, % at 21.7 µM. 220,000 tested, 0.37% active;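 active = inhibition above about 30%, limit read from the data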;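 also: 0% = full FRET control wells and 100% = background wells lacking eIF4GI fragment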
Target sequence (P63073 whole entry, looked up, the tested form may be a part): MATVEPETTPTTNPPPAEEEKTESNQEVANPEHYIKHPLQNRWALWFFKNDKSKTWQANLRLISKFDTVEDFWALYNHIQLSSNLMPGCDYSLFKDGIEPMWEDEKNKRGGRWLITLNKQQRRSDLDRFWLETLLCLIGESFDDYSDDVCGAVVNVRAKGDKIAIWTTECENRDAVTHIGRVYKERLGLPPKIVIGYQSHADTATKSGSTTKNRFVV
Target sequence (Q04637 whole entry, looked up, the tested form may be a part): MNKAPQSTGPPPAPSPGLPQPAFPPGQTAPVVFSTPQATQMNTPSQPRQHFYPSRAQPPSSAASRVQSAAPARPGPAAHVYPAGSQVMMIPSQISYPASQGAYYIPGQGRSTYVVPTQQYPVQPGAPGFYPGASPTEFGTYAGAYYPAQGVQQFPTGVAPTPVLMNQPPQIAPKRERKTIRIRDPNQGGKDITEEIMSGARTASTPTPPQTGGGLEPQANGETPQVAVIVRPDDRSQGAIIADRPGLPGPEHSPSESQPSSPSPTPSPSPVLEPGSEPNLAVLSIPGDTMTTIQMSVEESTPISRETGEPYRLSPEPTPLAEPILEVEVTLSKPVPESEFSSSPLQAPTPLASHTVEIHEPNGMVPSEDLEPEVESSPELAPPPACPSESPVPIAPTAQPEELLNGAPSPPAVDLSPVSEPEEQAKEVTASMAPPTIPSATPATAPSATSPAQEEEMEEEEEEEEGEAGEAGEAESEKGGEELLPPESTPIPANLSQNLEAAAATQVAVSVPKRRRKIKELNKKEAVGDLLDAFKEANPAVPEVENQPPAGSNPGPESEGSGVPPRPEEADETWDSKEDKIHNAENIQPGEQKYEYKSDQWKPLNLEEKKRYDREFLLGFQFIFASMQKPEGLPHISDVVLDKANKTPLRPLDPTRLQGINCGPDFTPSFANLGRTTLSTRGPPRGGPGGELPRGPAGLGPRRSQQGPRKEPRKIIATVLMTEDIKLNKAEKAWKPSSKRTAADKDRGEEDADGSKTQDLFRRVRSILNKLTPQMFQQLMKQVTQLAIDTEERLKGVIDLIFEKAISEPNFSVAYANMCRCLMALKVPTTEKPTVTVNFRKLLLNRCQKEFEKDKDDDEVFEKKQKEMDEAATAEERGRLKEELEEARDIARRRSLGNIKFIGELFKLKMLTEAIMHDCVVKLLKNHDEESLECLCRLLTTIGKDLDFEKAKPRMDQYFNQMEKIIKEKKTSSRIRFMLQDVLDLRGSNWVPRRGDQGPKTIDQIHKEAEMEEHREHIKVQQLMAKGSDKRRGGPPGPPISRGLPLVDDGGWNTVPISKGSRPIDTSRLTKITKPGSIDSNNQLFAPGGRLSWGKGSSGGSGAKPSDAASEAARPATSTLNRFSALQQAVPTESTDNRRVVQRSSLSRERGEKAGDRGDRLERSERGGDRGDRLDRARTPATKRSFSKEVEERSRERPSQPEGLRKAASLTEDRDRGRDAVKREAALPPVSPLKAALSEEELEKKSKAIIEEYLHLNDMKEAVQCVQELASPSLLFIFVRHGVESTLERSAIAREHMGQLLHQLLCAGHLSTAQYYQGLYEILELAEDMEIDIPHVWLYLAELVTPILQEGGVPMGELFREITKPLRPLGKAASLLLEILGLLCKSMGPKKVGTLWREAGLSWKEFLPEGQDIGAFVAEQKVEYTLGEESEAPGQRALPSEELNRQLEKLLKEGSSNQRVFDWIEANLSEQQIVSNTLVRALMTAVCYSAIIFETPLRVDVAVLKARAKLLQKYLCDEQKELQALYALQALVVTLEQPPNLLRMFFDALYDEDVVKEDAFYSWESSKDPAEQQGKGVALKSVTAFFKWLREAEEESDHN
Starred values were filed as active, the others as inactive; . = no result given; [ ] = remark or other dose.

SMILES | EBV gp42 block | Rad51 HR inh | TNF necrop inh | PERK inh | KCC2 mod | zVAD death inh | Calpain2 inh | MDM2 E3 inh | eIF4E-4G inh
C=CCOc1ccc(CNn2cn[nH]c2=S)cc1OC | -3 | -9 | -2.8 | 1.1 | . | -0.3 | 9 | -9 | 4
O=C(NCCn1cc(SCc2ccccc2F)c2ccccc21)c1c(F)cccc1F | -9 | 1 | -1.3 | -0.1 | 0.8 | 1.9 | -4 | . | 4
COc1ccc2c3c(cccc13)C(=O)N(O)C2=O | 75* | -86 | 3.5 | 0.6 | -0.21 | 25 | -57 | -8 | -1
O=C(COC(=O)c1ccc(Cl)c(S(=O)(=O)N2CCc3ccccc3C2)c1)Nc1ncc(Cl)cc1Cl | -45 | 0 | 0.4 | 0.1 | -0.48 | 1.7 | 4 | -6 | -5
Cc1cc(=O)n2nc(N3CCC(C(=O)NC(C)c4ccccc4)CC3)sc2n1 (centres undefined) | -11 | 7 | 0.7 | -0.7 | 0.013 | -0.7 | -24 | -13 | 2
O=C(CCc1ccc(S(=O)(=O)N2CCOCC2)cc1)N1CCCC1 | 4 | 1 | -1.9 | -1.1 | -0.042 | -0.6 | -26 | 0 | 2
COc1ccc(N2CCN(C(=O)CSc3nnc4c5cc(C)ccc5n(C)c4n3)CC2)cc1 | -23 | 4 | -1.5 | -0.8 | . | 0.4 | -60 | -16 | -18
c1ccc2[nH]c(CN3CCN(c4ncnc5c4oc4ccccc45)CC3)nc2c1 | -5 | 9 | -2.6 | -2.1 | 0.15 | -0.2 | 1 | -8 | -6
C/C(=N\NC(=O)C(=O)Nc1ccc(C)c(Cl)c1)c1ccncc1 | -14 | -4 | 0.9 | 0.2 | 0.0061 | -0.1 | 27 | -14 | 1
Cc1ccccc1NC(=S)NC12CN3CN(CN(C3)C1)C2 | 8 | 18 | -1.2 | 1.2 | 0.39 | 0.7 | 21 | -8 | -1
CCn1cc([N+](=O)[O-])c(C(=O)N2N=C3/C(=C/c4cccs4)CCCC3C2c2cccs2)n1 (centres undefined) | -17 | -3 | -3.5 | -0.7 | 0.091 | 0.3 | -78 | . | -1[fluorescence artefact?]
CCOc1ccc(NC(=O)Nc2cnccn2)cc1 | -10 | 4 | -0.1 | 0.0 | -0.36 | 34 | -31 | 30 | -1
c1ccc(-n2nnnc2OCCOc2nnnn2-c2ccccc2)cc1 | -13 | 1 | 1.5 | 0.2 | -0.93 | -0.2 | -14 | -15 | -8
Nc1ccc(Cl)c(S(=O)(=O)Nc2ccc(Cl)cc2)c1 | -3 | 10 | 1.7 | 0.7 | 0.67 | -0.1 | -14 | -9 | 3
N=c1sccn1CC(=O)NCc1ccc(Cl)cc1Cl | -27 | 2 | 4.3 | 1.1 | -0.73 | 0.0 | 1 | -13 | -2

Reprinted at random: two compounds from above, in no set order.
SMILES | EBV gp42 block | Rad51 HR inh | TNF necrop inh | PERK inh | KCC2 mod | zVAD death inh | Calpain2 inh | MDM2 E3 inh | eIF4E-4G inh
C/C(=N\NC(=O)C(=O)Nc1ccc(C)c(Cl)c1)c1ccncc1 | -14 | -4 | 0.9 | 0.2 | 0.0061 | -0.1 | 27 | -14 | 1
c1ccc2[nH]c(CN3CCN(c4ncnc5c4oc4ccccc45)CC3)nc2c1 | -5 | 9 | -2.6 | -2.1 | 0.15 | -0.2 | 1 | -8 | -6

(continued)
SMILES | EBV gp42 block | Rad51 HR inh | TNF necrop inh | PERK inh | KCC2 mod | zVAD death inh | Calpain2 inh | MDM2 E3 inh | eIF4E-4G inh
CCOC(=O)NC(=O)/C(N=Nc1ccc(C(F)(F)F)cc1)=C(\C)O | -1 | 4 | 0.5 | 0.6 | 2.4 | 3.7 | 16 | 3 | 2
Cc1cc(Nc2ccc(F)cc2Cl)n2nc(C)nc2n1 | -20 | 1 | -1.1 | 0.4 | . | 0.8 | -2 | -1 | -1[fluorescence artefact?]
COc1cc(OC)cc(C(=O)NNC(=O)Cc2ccc(OC)c(S(=O)(=O)N3CCOCC3)c2)c1 | -10 | -1 | -0.5 | 1.2 | 1.2 | 0.8 | -10 | -9 | -1
Cc1cc(C)n(-c2ccc3cccc(NS(C)(=O)=O)c3n2)n1 | 8 | -13 | -5.6 | 0.7 | . | 11 | 9 | -8 | 2
O=C(c1cc2ccccc2oc1=O)N(Cc1ccco1)CC1CCCO1 (centres undefined) | 1 | -3 | -2.0 | 0.4 | 0.78 | -0.2 | -14 | -12 | 9
Cn1c(=O)oc2cc(S(=O)(=O)N3CCCC(C(=O)Nc4ccccn4)C3)ccc21 (centres undefined) | 6 | -2 | -1.8 | 0.7 | 0.89 | 1.1 | -5 | -4 | 4
CC1CCCN(C(=O)Cn2nnc(-c3cccnc3)n2)C1 (centres undefined) | -4 | 5 | -2.8 | -0.6 | -0.32 | -0.2 | -13 | -9 | -3[fluorescence artefact?]
CCN1CCN(c2ccc(N=Cc3ccccc3O)cc2)CC1 | -5 | 3 | -2.8 | 1.2 | 0.86 | 0.7 | -9 | -19 | 4
CC(NC(=O)c1nn(C)c(=O)c2ccccc12)c1ccccc1 (centres undefined) | -13 | 2 | -1.4 | -0.6 | -0.52 | 0.1 | 17 | -12 | 2
Cc1ccc(OCCC(=O)OCC(=O)Nc2ccc(Cl)cn2)cc1 | 0 | 1 | 1.6 | -0.1 | -1.7 | 2.6 | -64 | -3 | 0
COc1cc(NC(=O)c2ccccc2Cl)c(OC)cc1NC(=O)CN1CCCCC1 | -23 | -5 | 2.7 | -0.2 | 0.38 | 27 | -6 | -1 | 1
Cc1cc2c(cc1C)NC1=C(N2)OC(c2cccc(O)c2)C1=O (centres undefined) | -7 | -2 | 0.6 | 0.7 | 0.64 | 0.3 | 15 | -9 | 0
COC(=O)c1sc2cc(C(F)(F)F)cnc2c1-c1cccnc1 | -9 | -10 | -3.6 | 0.5 | . | 0.1 | 47 | 20 | -1
COc1ccccc1/C=C1\SC(=O)N(CCC(=O)NNC(=O)c2ccccc2Cl)C1=O | -18 | -7 | -2.4 | 1.5 | . | 0.9 | -22 | 1 | 0
Cc1c(Cl)cccc1Nc1nc(N)nc(CSc2nc3ccccc3s2)n1 | 0 | 0 | 0.3 | -0.4 | 0.14 | -0.2 | 20 | -5 | 6
COC(=O)C(C)N(C#N)c1nc(NC(C)C)nc(SC)n1 (centres undefined) | 4 | 11 | 1.2 | 0.0 | -0.76 | 0.3 | -23 | 2 | 12[fluorescence artefact?]
O=c1c(-c2ccco2)[n+]([O-])c2ccccc2n1OCc1ccccn1 | -6 | 3 | -1.9 | 0.4 | 0.74 | -0.2 | -71 | . | -3[fluorescence artefact?]
CC(C)c1nccn1CCC(=O)O | -1 | 4 | 0.6 | -0.1 | 0.79 | -0.4 | 27 | -6 | -2
O=C(Nc1ccc(Cl)cc1)N(Cc1nnc2n1CCCCC2)c1ccccc1 | -13 | 0 | -1.6 | 0.8 | 0.048 | -0.1 | -13 | -14 | 3
Cc1cc(C)n(-c2nnc(N3CCN(c4ccccc4)CC3)nn2)n1 | -7 | -3 | 1.4 | 0.5 | -0.076 | 0.4 | -4 | 7 | 2
COC(=O)c1sc(N)c(C(=O)OC)c1COC(=O)[C@@H](NS(=O)(=O)c1cccc(Cl)c1)C(C)C | -16 | 4 | 1.4 | -0.3 | -1 | 0.6 | -4 | 8 | 11
Nc1cc(Cl)nc(N/N=C/c2ccc([N+](=O)[O-])cc2)n1 | -3 | -2 | 4.5 | 0.7 | -0.79 | 32 | -7 | -13 | -1
Cn1nnnc1SCC(=O)Nc1ccc(Cl)c(S(=O)(=O)N2CCOCC2)c1 | -5 | 3 | 2.5 | 0.7 | . | 0.1 | -16 | -8 | 0
CCOc1ccc(NC(=O)C(=S)NC2CCCCC2)cc1 | -7 | 0 | 1.7 | 0.6 | 0.16 | 5.7 | 36 | -17 | 2
CC1CCc2sc(C(=O)N/N=C/c3ccc(O)cc3)cc2C1 (centres undefined) | -11 | 8 | -15 | 0.7 | . | 1.4 | 2 | -5 | 4
CCOP(=O)(OCC)C(NC(=O)c1ccc(OC)c(OC)c1)c1ccccc1 (centres undefined) | 5 | -46 | 2.0 | 0.2 | 0.61 | 2.9 | 13 | -34 | -3
O=C(O)C1CC=CCC1C(=O)NCCc1cccc(Cl)c1 (centres undefined) | -6 | 4 | 2.0 | -0.2 | 0.76 | 0.4 | 0 | -20 | 3
Cc1nn(CC(=O)N2CCc3ccccc3C2)c(C)c1[N+](=O)[O-] | -8 | 1 | 0.0 | -0.1 | -0.24 | 0.6 | 13 | -86 | -2
C#CC1(NC(=O)N(C)C)CCCCC1 | -4 | 14 | -0.5 | 0.7 | 0.031 | 0.1 | -4 | -13 | 3
Cc1cccc(C)c1NC(=O)C(NS(=O)(=O)c1cccs1)c1ccccc1 (centres undefined) | -10 | 0 | 2.8 | 0.1 | 0.35 | 0.7 | 3 | 8 | 4[fluorescence artefact?]
CC(C)c1ccc(OCC(=O)Nc2ccc(OC(F)(F)F)cc2)cc1 | -11 | 0 | 1.3 | 0.3 | 0.22 | 0.8 | -18 | -9 | 1
CCN(CC)S(=O)(=O)c1ccc2nc(NC(=O)c3cccs3)sc2c1 | -6 | -8 | 0.0 | -0.6 | -0.48 | -0.1 | -6 | 1 | -1
CCN(CC)S(=O)(=O)c1ccc2c(c1)c(=O)c(C(=O)N1CCc3ccccc3C1)cn2C | -10 | -3 | 4.1 | 0.1 | 0.0082 | 0.5 | -8 | -8 | -4
CCC(=O)N1CCc2cc(Br)cc(S(=O)(=O)NCC3CCCO3)c21 (centres undefined) | -16 | 0 | 0.9 | -1.5 | -1.1 | 0.6 | 7 | -3 | 2
Cc1cc(C)c(-c2cc(NC(=O)CSc3nncn3C)n(-c3ccccc3)n2)cc1C | 5 | -1 | -1.4 | -0.9 | -0.15 | -0.2 | -38 | -3 | 1
Cc1cccc2cc(C(c3nnnn3CC3CCCO3)N3CCc4ccccc4C3)c(=O)[nH]c12 (centres undefined) | -1 | . | -2.0 | 1.1 | . | -0.1 | -22 | -18 | 9
COCC(=O)NC1CCN(S(=O)(=O)c2cccc(C(C)=O)c2)CC1 | 0 | -9 | -0.1 | -0.1 | . | -0.2 | 10 | -9 | -1
COc1ccccc1Nc1nc(N)nc(CN2CCN(Cc3ccccc3)CC2)n1 | -15 | -2 | 0.7 | -1.6 | -0.87 | 0.6 | -37 | -7 | -5
CCOc1ccc(NC(=O)CSc2nnc(Cc3cccn3C)n2-c2ccc(OC)cc2)cc1 | 6 | 1 | -1.9 | 0.4 | -1.2 | 0.3 | -38 | -7 | -11
O=C(CCN1C(=O)C2C3C=CC(C3)C2C1=O)N1CCN(c2ccccc2Cl)CC1 (centres undefined) | -9 | -9 | -0.3 | -0.4 | . | 1.2 | -10 | -14 | -17
COc1cccc(CNC(=O)CCC2CCCN(C(=O)C3CCOCC3)C2)c1 (centres undefined) | -6 | . | 0.8 | 0.6 | 0.0071 | -0.2 | -14 | -17 | -2
Cc1ccc(OCc2ccc(C(=O)Nc3nc4ccccc4n3C)o2)c([N+](=O)[O-])c1 | 3 | . | 2.6 | 0.0 | -0.044 | 0.0 | -8 | -2 | -2

Marked active in EBV gp42 block (from the list above):
compound,EBV gp42 block,Rad51 HR inh,PERK inh,KCC2 mod,Calpain2 inh,MDM2 E3 inh,eIF4E-4G inh
COc1ccc2c3c(cccc13)C(=O)N(O)C2=O,75*,-86,0.6,-0.21,-57,-8,-1
